SMARCA2 act = SMARCA2 (BRM) function activators, primary screen, cell-based, luminescence, high throughput; AID 652017, 2013; MG213 cells, MMTV-luciferase reporter, dexamethasone, overnight; activation, % at 9.1 µM; 1% of 370,000 active; in the data active = activation above about 7.8%;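 note: 0% = vehicle wells and 100% = reference activator wells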
ssDAF12 agonist = S. stercoralis DAF-12 nuclear receptor activators, primary screen, cell-based, luminescence, HEK293, GRIP1 co-expression, lit1-tk-luc; 1% of 370,000 active; HEK293 ssDAF-12/GRIP1 lit1-tk-luc reporter; % of 3 µM dafachronic acid response; activation, % at 6.8 µM; Nuclear hormone receptor DAF-12 (Strongyloides stercoralis); AID 652126, 2013;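 active = activation above the mean over all tested compounds plus 3 SD, cut at about 0.9% in these data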;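 note: 0% = DMSO-only wells and 100% = 3 µM delta7-dafachronic acid wells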
DAX1 inh-1 = DAX1 (NR0B1) inhibitors, primary screen, cell-based, HEK293, Gal4-DAX1, luciferase luminescence; HEK293 Gal4-DAX1 luciferase reporter; inhibition, % at 6.75 µM; 0.99% of 340,000 active; AID 504766, 2011;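 active = inhibition above the mean over all tested compounds plus 3 SD, cut at about 4.2% in these data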;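 note: 0% = DAX1-transfected cells with DMSO and 100% = empty-vector control cells with DMSO; inhibition shows as a rise in luminescence from relieved DAX1 repression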
Target sequence (P51843 207-470 limits assumed): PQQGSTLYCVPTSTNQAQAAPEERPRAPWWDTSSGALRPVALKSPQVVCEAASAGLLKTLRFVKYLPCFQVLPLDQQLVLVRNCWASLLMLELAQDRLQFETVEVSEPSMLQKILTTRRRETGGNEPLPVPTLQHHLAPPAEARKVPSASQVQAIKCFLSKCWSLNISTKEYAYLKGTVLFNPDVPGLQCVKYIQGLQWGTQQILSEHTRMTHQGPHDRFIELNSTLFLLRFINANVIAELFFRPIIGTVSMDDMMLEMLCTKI
FXN GAA850 act = FXN promoter activators, primary screen, cell-based, luciferase luminescence, HEK293 lucGAA850; HEK293 lucGAA850 FXN promoter luciferase reporter, 24 h; percent of 10 µM SAHA response; activation, % at 6 µM; 0.56% of 360,000 active; AID 540364, 2011;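 active = activation above the average of all compounds screened plus 3 SD, cutoff fixed separately per campaign, cut at about 7.5% in these data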;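 note: 0% = DMSO wells and 100% = 10 µM SAHA wells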
NPR1 activator = GC-A stimulated cGMP production enhancers – HEK293 GC-A cells, cGMP TR-FRET, EC30 ANP, primary screen; activation, % at 10 µM; 0.14% of 370,000 active; 0% at EC30 ANP, 100% saturating ANP; Atrial natriuretic peptide receptor 1 (Homo sapiens), P16066; in the data active = activation above about 40%
hcDAF-12 act = H. contortus DAF-12 nuclear receptor activators, primary screen, cell-based, luminescence, HEK293, lit1-tk-luc reporter; 1.4% of 370,000 active; AID 652067, 2013; activation, % at 6.8 µM; HEK293 hcDAF-12 lit1-tk-luc reporter; 0% DMSO, 100% Δ7-dafachronic acid;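 active = activation above the mean of all tested compounds plus 3 SD, cut at about 5.5% in these data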;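 note: 100% = response to 3 µM Δ7-dafachronic acid high control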
DAX1 inh-2 = DAX1 (NR0B1) inhibitors on StAR promoter, primary screen, cell-based, luminescence, SF-1 (NR5A1), full-length DAX-1; HEK293T StAR-luciferase reporter, SF-1/DAX-1 repression relief; inhibition, % at 6.8 µM; 1.1% of 370,000 active; AID 652010, 2013;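 active = inhibition above the mean over all tested compounds plus 3 SD, cut at about 3.6% in these data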;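 note: 0% = DAX-1 cells with DMSO and 100% = cells lacking DAX-1 with DMSO; higher inhibition means more luminescence from relief of DAX-1 repression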
sPLA2-III inh = human group III sPLA2 inhibitors, primary screen, biochemical, QFRET, BODIPY PC-A2 liposome substrate. QFRET BODIPY PC-A2 liposome hydrolysis, fluorescence. AID 743126, 2013. Group 3 secretory phospholipase A2 (Homo sapiens), Q9NZ20. 0.56% of 370,000 active. inhibition, % at 12.2 µM;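 active = inhibition above mean plus 3 SD of compounds lying within the high and low control bounds, cut at about 19% in these data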;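 note: 0% = median of test compound wells and 100% = no enzyme DMSO wells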
Target sequence (Q9NZ20 whole entry, looked up): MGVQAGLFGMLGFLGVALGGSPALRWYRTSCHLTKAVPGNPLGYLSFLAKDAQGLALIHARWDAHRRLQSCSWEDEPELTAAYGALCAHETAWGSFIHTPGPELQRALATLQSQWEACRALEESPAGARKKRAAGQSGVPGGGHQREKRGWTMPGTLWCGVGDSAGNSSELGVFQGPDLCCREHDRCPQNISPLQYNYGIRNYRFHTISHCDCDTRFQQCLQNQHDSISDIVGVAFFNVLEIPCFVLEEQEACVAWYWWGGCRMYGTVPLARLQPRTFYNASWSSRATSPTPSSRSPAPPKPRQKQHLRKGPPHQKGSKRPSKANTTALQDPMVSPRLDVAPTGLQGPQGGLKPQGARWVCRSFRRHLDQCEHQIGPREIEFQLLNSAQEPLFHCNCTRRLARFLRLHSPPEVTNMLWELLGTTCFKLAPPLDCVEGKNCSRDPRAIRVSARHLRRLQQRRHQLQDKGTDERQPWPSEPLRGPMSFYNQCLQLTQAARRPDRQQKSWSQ
hgDAF-12 ag = H. glycines DAF-12 receptor agonists, primary screen, cell-based, luminescence, HEK293, GAL4 fusion, UAS-luciferase; HEK293 GAL4-hgDAF12 UAS-luciferase reporter, agonist luminescence; normalized to butyrate control; activation, % at 6.8 µM; AID 687014, 2013; 1.8% of 370,000 active;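 active = activation above a cutoff set at the mean of all screened compounds plus 3 SD, cut at about 10% in these data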;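 note: 0% = DMSO wells and 100% = sodium butyrate wells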
NPR2 activator = human GC-B receptor activators, primary screen, HEK293 GC-B cells, cGMP TR-FRET, EC30 CNP; Atrial natriuretic peptide receptor 2 (Homo sapiens), P20594; 0% at EC30 CNP, 100% saturating CNP; activation, % at 10 µM; 0.11% of 370,000 active; AID 1920062, 2024;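 active = activation at 10 µM reaching about 35% in either raw or pattern-adjusted values, limit read from the data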
KLK7 zymogen act = proKLK7 zymogen activators, primary screen, biochemical, fluorescence intensity. Kallikrein-7 (Homo sapiens), P49862. AID 652039, 2013. purified proKLK7, EDANS-DABCYL substrate fluorescence; 100% is mature enzyme control, 0% vehicle. activation, % at 7 µM. 0.9% of 370,000 active;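 active = activation above the mean of all tested compounds plus 3 SD, computed per campaign excluding outliers beyond control limits, cut at about 13% in these data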
Target sequence (P49862 whole entry, looked up): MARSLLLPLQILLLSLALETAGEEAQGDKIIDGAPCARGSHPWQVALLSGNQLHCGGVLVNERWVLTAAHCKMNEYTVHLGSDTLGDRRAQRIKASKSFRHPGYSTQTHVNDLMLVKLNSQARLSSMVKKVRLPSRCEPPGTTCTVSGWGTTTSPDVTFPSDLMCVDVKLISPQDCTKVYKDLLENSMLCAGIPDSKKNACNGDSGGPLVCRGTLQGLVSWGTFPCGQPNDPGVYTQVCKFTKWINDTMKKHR
An asterisk follows results filed as active; . = no result given.

SMILES | SMARCA2 act | ssDAF12 agonist | DAX1 inh-1 | FXN GAA850 act | NPR1 activator | hcDAF-12 act | DAX1 inh-2 | sPLA2-III inh | hgDAF-12 ag | NPR2 activator | KLK7 zymogen act
O=C(CCNC(=O)C1CCN(S(=O)(=O)c2ccc(F)cc2)CC1)NCc1ccncc1 | 0 | -0.8 | 0.7 | -0.9 | 1 | -0.4 | 1.1 | 0 | 0.6 | 3 | 0.2
COc1ccc(OC)c(S(=O)(=O)N2CCC3(CC2)OCCN3S(=O)(=O)c2cccs2)c1 | -2 | -1.1 | 0.1 | 1.0 | -5 | -1.2 | -1.4 | 3 | -0.4 | -7 | -0.3
COC(=O)[C@]1(C)N[C@H](CN(C)S(=O)(=O)c2ccccc2)[C@@H]2C(=O)N(Cc3ccccc3)C(=O)[C@@H]21 | 4 | -1.2 | -0.6 | 1.5 | 1 | -0.9 | -0.2 | 8 | 5.0 | -1 | 0.0
CC1(C)CC[C@]2(C(=O)O)CC[C@]3(C)C(=CCC4[C@]56CC[C@@](O)(OC5)C(C)(C)C6CC[C@]43C)C2C1 (stereo partly specified) | -1 | -1.1 | . | 0.7 | -3 | -0.7 | 0.7 | 8 | -1.7 | 9 | -0.1
CCOC(=O)c1c(NC(=O)CN2CCOCC2)sc(C(=O)NC)c1C | 7 | -1.3 | -0.8 | -1.9 | 1 | -0.9 | 0.6 | 5 | -2.2 | -2 | -0.2
COc1ccc(OC)c(-c2nn(-c3ccccc3)cc2C(=O)N2CCc3ccccc3C2)c1 | -4 | -0.7 | -0.9 | -2.3 | -6 | -0.8 | -0.7 | -16 | -2.7 | -1 | -0.1
O=C(CN1C(=O)c2cccc3cccc(c23)C1=O)N1CCCCC1 | -1 | -1.6 | -0.5 | 1.5 | 1 | -2.1 | -0.5 | 1 | 0.4 | 5 | 0.2
COc1cccc(OC)c1OCCN1CCCC1 | 0 | -1.3 | 1.6 | -0.5 | -3 | -2.9 | 0.3 | -1 | -1.7 | 2 | 0.3
Cc1ccc(NC(=O)c2cc(NC(=O)c3ccccc3C(=O)O)ccc2N2CCCCC2)cc1 | -2 | -0.8 | 1.1 | 4.0 | -3 | 0.9 | -0.1 | 0 | 0.5 | 5 | -1.0
COc1ccc2c(C#N)c3ccccn3c2c1 | 0 | -1.8 | 1.2 | -1.8 | -9 | -1.1 | -0.1 | -3 | 3.1 | -9 | 1.4
Cc1c(C(=O)c2ccccc2)c(=O)n(C)c(=O)n1C | 0 | -1.9 | -0.2 | -0.9 | 0 | -0.4 | 0.1 | -3 | 3.9 | 2 | -0.2
O=C(NCC1CCCO1)c1cc2c(s1)CCC2 (stereo unspecified) | 2 | -1.9 | 3.5 | 3.9 | -4 | 7.7* | 2.4 | 2 | 4.2 | 2 | 0.5

Reprinted from the part before: 2 compounds, then new ones.
SMILES | SMARCA2 act | ssDAF12 agonist | DAX1 inh-1 | FXN GAA850 act | NPR1 activator | hcDAF-12 act | DAX1 inh-2 | sPLA2-III inh | hgDAF-12 ag | NPR2 activator | KLK7 zymogen act
Cc1c(C(=O)c2ccccc2)c(=O)n(C)c(=O)n1C | 0 | -1.9 | -0.2 | -0.9 | 0 | -0.4 | 0.1 | -3 | 3.9 | 2 | -0.2
O=C(NCC1CCCO1)c1cc2c(s1)CCC2 (stereo unspecified) | 2 | -1.9 | 3.5 | 3.9 | -4 | 7.7* | 2.4 | 2 | 4.2 | 2 | 0.5
O=S(=O)(Nc1nc2ccccc2nc1N1CCN(c2ccccn2)CC1)c1ccc(Cl)cc1 | 0 | -0.6 | 1.4 | 2.0 | 11 | 0.4 | 0.5 | -23 | 2.3 | 10 | 1.1
COc1ccc(NC(=O)CSc2nnc(C(C)C)n2N)cc1 | 0 | -1.2 | 0.4 | -0.5 | 1 | -1.1 | 0.3 | 3 | 0.3 | 1 | -0.3
CC(=O)N1CCN(CC(=O)Nc2ccccc2C(=O)NCc2ccc(C)cc2)CC1 | 2 | -1.3 | -1.6 | 1.4 | 1 | -0.8 | -0.6 | 1 | -2.7 | 2 | -0.3
CCN(CC)CCNc1nc(-n2nc(C)cc2C)nc2sc3c(c12)CC(C)(C)OC3 | 2 | -1.5 | 1.1 | -1.9 | -4 | -0.8 | 0.1 | -1 | -6.8 | -5 | 0.1
Cc1cc(S(=O)(=O)NCc2ccc(S(N)(=O)=O)cc2)c(C)s1 | -2 | -0.6 | 0.0 | -0.4 | 3 | -0.2 | -0.1 | -3 | -0.3 | 2 | -0.1
O=C1C2CCc3ccccc3C2N1c1ccccc1 (stereo unspecified) | 0 | -1.4 | 0.5 | 0.9 | -5 | -0.5 | 0.6 | 5 | 1.2 | 6 | -0.2
Cn1cccc1/C=N/NC(=O)c1cccnc1 | 8.3* | -1.4 | -0.1 | 1.8 | -2 | 1.1 | 0.1 | 3 | 1.6 | -1 | 0.2
CCn1c(-c2ccccc2)csc1=Nc1ccc(O)cc1 | 1 | -0.1 | 1.2 | 9.3* | 1 | 3.2 | 0.8 | -1 | 7.4 | 3 | 0.6
O=C(NCCc1c[nH]c2ccccc12)OCc1cn(Cc2cccc(F)c2)nn1 | 0 | -1.0 | . | . | 2 | -0.4 | 0.3 | -61 | -1.6 | 1 | 0.5
Cc1ccc(-n2ncc3c2CCCC3NC(=O)CSc2ccccn2)cc1C (stereo unspecified) | -3 | -1.7 | -0.5 | 0.7 | -2 | -0.5 | -3.7 | 3 | -2.2 | 3 | 0.4
COC(=O)c1ccc2c(=O)n(NC(C)=O)c(=S)[nH]c2c1 | -3 | -2.2 | -0.4 | -2.1 | 4 | -2.8 | -0.3 | 5 | -0.9 | 1 | -0.3
C=CCn1cnc2scc(-c3ccc(C)c(C)c3)c2c1=O | -1 | -1.6 | -1.3 | 0.0 | -6 | -1.9 | -0.8 | -6 | -1.0 | -2 | 0.3
c1ccc(-c2cn(-c3ccccc3)c3ncnc(N4CCCCC4)c23)cc1 | -4 | -1.6 | 1.0 | 0.8 | -7 | 1.1 | -0.4 | 7 | -1.0 | 0 | 0.3
O=[N+]([O-])c1c(NCCO)cc(N2CCN(Cc3ccc4c(c3)OCO4)CC2)c2nonc12 | -1 | -1.3 | -0.1 | 2.1 | -6 | -0.9 | -0.2 | 1 | -1.3 | -13 | 0.1
Cc1cc(C)nc(SCc2nc(N)nc(-c3ccccc3O)n2)n1 | 1 | -1.2 | -1.0 | 4.2 | -12 | -1.6 | -1.4 | -12 | -1.7 | -14 | -25
CCOC(=O)c1ccc2nc(CCC(=O)N[C@H](C(=O)OC)C(C)C)c(=O)n(CC)c2c1 | 0 | -1.3 | -0.1 | 0.1 | 5 | -2.0 | 0.7 | -2 | 0.5 | -1 | 0.7
CC(=O)Nc1ccc(C(=O)OCC(=O)NCc2ccccc2)cc1 | 1 | -0.9 | 2.3 | 0.2 | 0 | 0.7 | -0.1 | -3 | 3.5 | -5 | 0.2
Cc1ccc(C(=O)NCC(=O)OCC(=O)N(CC(C)C)c2c(N)n(Cc3ccccc3)c(=O)[nH]c2=O)cc1 | 0 | -0.7 | 0.2 | 0.0 | 1 | -1.5 | -0.7 | 10 | 1.4 | 0 | 0.1
CCCN1C2CCCC1CC(NC(=O)c1ccccc1F)C2 (stereo unspecified) | 1 | -0.6 | -0.4 | 1.6 | -1 | 0.0 | 1.3 | 8 | 1.4 | -1 | -0.3
CCc1nc2ccc(C(=O)N(C)Cc3ccccc3)cn2c1N(C)Cc1ccc(OC)cc1 | 9.9* | -0.8 | . | 1.3 | 0 | -0.5 | -0.6 | -2 | -1.3 | 0 | -0.3
CCOc1ccc(CN2CCC(Cc3ccccc3)CC2)cc1 | -3 | 0.0 | 1.2 | 0.0 | -3 | -0.6 | -0.4 | 3 | -3.1 | -2 | 0.2
Cc1ccccc1CNC(=O)Cc1ccccc1[N+](=O)[O-] | 2 | 0.5 | 1.4 | 6.5 | 0 | 3.7 | 1.7 | 15 | 5.0 | 7 | -0.3
CCOc1ccc(NC(=O)N[C@@H](CCSC)C(=O)OC)cc1 | -4 | -1.1 | 0.5 | 0.7 | 5 | -1.9 | 0.0 | 10 | -0.7 | 2 | -0.4
COc1ccc(S(=O)(=O)Nc2ccc3c(c2)N(C(C)=O)CCC3)cc1OC | -2 | -1.3 | 0.5 | -3.2 | 4 | -1.3 | -1.1 | -5 | -3.2 | 12 | 0.0
O=C(CSc1ncc(-c2ccccc2)[nH]1)Nc1ccccc1 | 2 | -1.2 | -0.1 | -1.3 | . | 0.0 | -0.7 | -13 | -0.7 | . | -0.1
O=C(NCc1ccccc1)c1cccnc1Sc1ccccc1 | 5 | -0.7 | -0.1 | 2.6 | 0 | -1.7 | -0.8 | -5 | -2.6 | -1 | 0.5
O=c1c2ccccc2n(Cc2ccco2)n1[C@@H](Cc1ccccc1)Cn1cc(-c2ccc(-c3ccccc3)cc2)nn1 | -1 | -1.5 | . | . | -4 | -0.8 | 2.0 | 6 | 1.8 | -1 | -9.8
C=C(C)Cn1c(CN(C)Cc2ccccc2)nc2c1c(=O)n(C)c(=O)n2C | 2 | 0.3 | -4.1 | 0.1 | 0 | 1.3 | -0.7 | -1 | 8.4 | 5 | 0.8
CC1CCN(C(c2ccc(N(C)C)cc2)c2nnnn2Cc2ccc(F)cc2)CC1 (stereo unspecified) | -3 | -1.2 | 1.4 | 1.7 | 0 | 0.7 | -0.2 | 13 | 0.6 | -1 | 0.2
COc1cccc(/C=N/Nc2nc3ccccc3n3cnnc23)c1 | -2 | -0.7 | -1.8 | -3.0 | 1 | 2.9 | -0.7 | 5 | 2.1 | -8 | -0.3
COC(=O)c1ccc(C(=O)OC)c(NC2=NS(=O)(=O)c3ccccc32)c1 | 1 | -0.3 | 0.4 | -1.0 | -7 | -0.6 | -0.2 | 1 | -0.7 | -6 | 1.3
CCN(CC)C(=O)c1ccc(S(=O)(=O)NCc2cccnc2)cc1 | -5 | -2.1 | -1.3 | 2.3 | -2 | -0.9 | -1.3 | 4 | -5.4 | 1 | -1.2
CCc1nnc(NS(=O)(=O)c2ccc(N/C=C(\C=O)c3nc4cc(Cl)ccc4o3)cc2)s1 | 3 | 0.3 | 1.0 | 2.5 | 0 | 3.4 | -0.2 | -12 | 4.4 | -1 | 0.0

Screening data: PubChem BioAssay, several laboratories
